Pf Dd2 growth: Plasmodium falciparum Dd2 growth inhibition | 120,000 compounds, 4.3% hits | Potency, µM (titrated, usually from 28.9 µM), inactives show at the top dose activity, negative = inhibition, hits mostly inhibitors | P. falciparum Dd2 growth, SYBR Green, 72 h | AID 1347417; active = well fitted inhibition curve with a large enough effect; inconclusive = small, poorly fitted or top-dose-only effect; inactive = no such curve, though single readings can be large or run the other way;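 also: plate controls were DMSO vehicle for no effect and reference drug for full effect; nearly all actives have a fitted effect of over 65% in size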
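Infected erythrocytes (Dd2, 0.3% parasitemia, 2.5% hematocrit final) are added to compound in RPMI-1640/Albumax II medium, grown 72 h at 37C in low oxygen, then lysed with saponin/Triton-X containing SYBR Green and read by fluorescence.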
* = called active by the depositor; i = inactive; ? = inconclusive; ! = a repeat was not active; [ ] = remark or other dose. Potency is read from the fitted curve at half-maximal effect.

SMILES	Pf Dd2 growth
Cc1nc(-c2ccccc2Br)cc([C@H]2CN3CC[C@H]2C[C@@H]3CNS(=O)(=O)c2cccs2)n1	?
CCc1ccc(C(=O)N2CCC(N3C(=O)CCC3C(=O)NCc3ccccc3)CC2)cc1 (stereo not drawn)	-14%
COCCNc1ccc(-c2nc(-c3ccncc3)no2)cc1[N+](=O)[O-]	2%
Cc1noc(-c2cn(C3CCN(C(=O)c4cc(F)ccc4F)C3)nn2)n1 (stereo not drawn)	-6%
COc1ccccc1CNC(=O)c1cc2cc(C)ccc2n1C	1%
O=C(C1=NOC2CN(C(=O)C3CC3)CC12)N1CCN(c2ncccn2)CC1 (stereo not drawn)	12%
Cc1ccc(-c2c(C(=O)Nc3ccccc3F)oc(=O)c3ccccc23)cc1	5%
Cc1ccc(-c2nnc3ccccc3c2C(=O)Nc2ccc(C)c(F)c2)cc1	53%[activator]
COC(=O)c1cc2sccc2n1Cc1c(C)cc(C)cc1C	2%
COC(=O)CNC(=O)c1nc(-c2ccc(Cl)cc2Cl)c2cnccn12	-22%
CC(=O)N1CCC(N[C@H]2C[C@@H](Cc3cc(CN(C)c4ccccc4)on3)C2(C)C)CC1	i
O=C(Nc1ccc(F)c(Cl)c1)N1CCC2(CC1)SCC(=O)N2Cc1ccco1	-22%
CCOc1ccc(CNS(=O)(=O)c2ccc(-c3coc(C)n3)cc2)cc1OC	34%[activator]
Cc1nc(-c2ccc(F)cc2)sc1CCNC(=O)C(=O)Nc1ccc2c(c1)OCO2	5%
COCc1cc(NCc2cccnc2N(C)Cc2ccccc2)ncn1	-23%
O=C(OCc1cc(=O)n2nc(-c3cccs3)sc2n1)c1ccc(Cl)cc1	-4%
COc1ccccc1NC(=O)c1sc2ncn(Cc3ccccc3Cl)c(=O)c2c1C	135%[activator][5.79 µM]
CC(C)CC(=O)NC1CCN(c2cnn(CC3CC3)c(=O)c2)CC1	-14%
O=C(NCc1ccccc1)c1cn(C2CNC2)nn1	-21%
Cc1ccc2c(c1)c1c(c(=O)n(Cc3ccccc3)c(=O)n1Cc1cccc(C(F)(F)F)c1)n2C	-19%

3 compounds out of the list, arranged by molecular weight, lowest first.
SMILES	Pf Dd2 growth
O=C(Nc1ccc(F)c(Cl)c1)N1CCC2(CC1)SCC(=O)N2Cc1ccco1	-22%
CCc1ccc(C(=O)N2CCC(N3C(=O)CCC3C(=O)NCc3ccccc3)CC2)cc1 (stereo not drawn)	-14%
Cc1nc(-c2ccccc2Br)cc([C@H]2CN3CC[C@H]2C[C@@H]3CNS(=O)(=O)c2cccs2)n1	?

Taken from the results shown (14 entries):
SMILES	Pf Dd2 growth
O=C(C1=NOC2CN(C(=O)C3CC3)CC12)N1CCN(c2ncccn2)CC1 (stereo not drawn)	12%
Cc1ccc(-c2c(C(=O)Nc3ccccc3F)oc(=O)c3ccccc23)cc1	5%
Cc1ccc(-c2nnc3ccccc3c2C(=O)Nc2ccc(C)c(F)c2)cc1	53%[activator]
COC(=O)c1cc2sccc2n1Cc1c(C)cc(C)cc1C	2%
COC(=O)CNC(=O)c1nc(-c2ccc(Cl)cc2Cl)c2cnccn12	-22%
CC(=O)N1CCC(N[C@H]2C[C@@H](Cc3cc(CN(C)c4ccccc4)on3)C2(C)C)CC1	i
O=C(Nc1ccc(F)c(Cl)c1)N1CCC2(CC1)SCC(=O)N2Cc1ccco1	-22%
CCOc1ccc(CNS(=O)(=O)c2ccc(-c3coc(C)n3)cc2)cc1OC	34%[activator]
Cc1nc(-c2ccc(F)cc2)sc1CCNC(=O)C(=O)Nc1ccc2c(c1)OCO2	5%
COCc1cc(NCc2cccnc2N(C)Cc2ccccc2)ncn1	-23%
O=C(OCc1cc(=O)n2nc(-c3cccs3)sc2n1)c1ccc(Cl)cc1	-4%
COc1ccccc1NC(=O)c1sc2ncn(Cc3ccccc3Cl)c(=O)c2c1C	135%[activator][5.79 µM]
CC(C)CC(=O)NC1CCN(c2cnn(CC3CC3)c(=O)c2)CC1	-14%
O=C(NCc1ccccc1)c1cn(C2CNC2)nn1	-21%

(more compounds)
SMILES	Pf Dd2 growth
Cc1cnc(CC2CC(=O)N(c3ccccc3)C2)nc1N(C)C (stereo not drawn)	?
c1cnc2[nH]cc(-c3nc4ccncc4[nH]3)c2c1	10µM*!
CC(C)(C)NC(=O)Cn1ccn2nc(-c3ccccc3)c(CO)c2c1=O	?
O=C(c1cc(Cl)ccc1F)N1CCCC(n2cc(-c3nc(-c4ccccc4)no3)nn2)C1 (stereo not drawn)	i
O=C(NCc1ccc(F)cc1)c1cc(Sc2ccc(F)cc2F)nc2ccccc12	-9%
CCc1ccc(NC(=O)CSc2ncc(S(=O)(=O)c3cc(C)ccc3C)c(=O)[nH]2)cc1	43%[activator]
CCN1c2cc(C(=O)NCc3cc(F)ccc3F)ccc2C(=O)N2CCCCCC21 (stereo not drawn)	?
CC(C)(C)c1cn(C[C@H]2CC3CCN2C[C@@H]3C(=O)NCc2ccccc2)nn1 (stereo partly drawn)	i
O=C(c1ccc(F)c(Cl)c1)N1CCC(n2cc(-c3nc(-c4ccccc4)no3)nn2)CC1	?
CC(=O)N1CCC(C2CCN(S(=O)(=O)c3ccc(Cl)cc3C)C2)CC1 (stereo not drawn)	?
COc1ccc(NC(=O)CN2C(=O)c3cccnc3Sc3ccccc32)cc1OC	?
Cc1ccccc1NC(=O)CSc1ccc(-c2cccs2)nn1	-5%
C[S+](=O)([O-])c1ccc(-c2nc(C(=O)N3CCCC3)n3ccncc23)cc1	13µM*
Cc1cc(C(=O)N2CCC3(CC(=O)Nc4ccccc4N3)C2)ccc1Cl (stereo not drawn)	9%
Cc1ccc(-c2nnc([C@H]3CCN(Cc4cccc(C#N)c4)C3)o2)cc1	?
O=C(COc1ccccc1)N[C@H]1CO[C@H]2[C@@H]1OC[C@@H]2Nc1nccc(-c2cccc(F)c2)n1	12%
Clc1ccc(-c2nnc3n2CCN(CC2CCCCC2)C3)cc1	-26%
Cc1nc(SCC(=O)Nc2ccccc2F)[nH]c(=O)c1Cc1ccccc1	41%[activator]
Cc1cc(C)cc(OCC(=O)Nc2ccc(-c3nc4ccccc4o3)cc2)c1	17%
O=C(c1ccc2c(c1)OCO2)N1CCCC2(CC(c3cccnc3)=NO2)C1 (stereo not drawn)	5%
O=C(O)CC1(CC(=O)N[C@H]2CO[C@H]3[C@@H]2OC[C@@H]3n2nnnc2Oc2cccc(N3CCOCC3)c2)CCCC1	2%
Cc1cc(C)cc(C(=O)N2CC(=O)Nc3ccc(C)cc3C2c2ccccc2)c1 (stereo not drawn)	-8%
COc1ccc(-c2nccn3cc(C(=O)NCc4ccc(OC)c(OC)c4)nc23)cc1	i
Cc1cc(C)n(C)c(=O)c1C(=O)N1CCC2(CC1)CNC(C(=O)O)C2 (stereo not drawn)	-6%
O=C(c1ccc(F)cc1)N1CCC2(CC1)N(c1ccccc1)C(=O)CS2(=O)=O	19%
Cc1ccc(C)c(Nc2nc3c(S(=O)(=O)c4ccc(Br)cc4)nnn3c3ccsc23)c1	?
CCOc1cc(C(=O)Nc2ccc(-c3cn4cccnc4n3)cc2)cc(OCC)c1OCC	-17%
COc1ccc(NC(=O)Cn2ccn3nc(-c4ccccc4)c(CO)c3c2=O)cc1	16%
CC(C)NC(=O)CN1CN(c2ccccc2)C2(CCN(C(=O)NCc3ccccc3)CC2)C1=O	i
CSc1cccc(NC(=O)Cn2c(-c3ccc(F)cc3)nc(C)c(CCO)c2=O)c1	?
Cc1noc(C)c1C(=O)N(C)C1CCc2nnc(C)n2CC1 (stereo not drawn)	28%
CCc1cnc2c(c1SCC(=O)N1CCC(C)CC1)c(=O)n(C)c(=O)n2C	-25%
O=S(=O)(c1ccccc1)N1CCC(N(Cc2cccnc2)C2CCOCC2)CC1	?
O=C(CCc1nc2ccccc2[nH]1)N1CCN(C(=O)N2CC3CC(C2)[C@H]2CCCC(=O)N2C3)CC1 (stereo partly drawn)	i
Cc1cn2nnc(C(=O)NCc3ccc4c(c3)OCO4)c2c(=O)[nH]1	6.3µM*
O=C(COc1ccccc1)NC[C@H]1Cn2c(-c3ccc(Cl)cc3)cnc2CO1	?
O=C(CCC1N=C2c3ccccc3N=C(SCc3ccccc3F)N2C1=O)NCc1ccccc1 (stereo not drawn)	-10%
CC1=C[C@@H](CNC(=O)c2cccnc2)[C@H](C(C)C)C[C@H]1CC(=O)N1CCN(C)CC1	i
O=C(NCCc1ccccc1)N1CCCC(c2noc(COc3ccccc3)n2)C1 (stereo not drawn)	?
COc1ccc(NC(=O)CCn2nc(-c3ccccc3OC)c3c(C)cc(C)nc32)cc1	?
COC(=O)c1ccc2c(=O)n(CCCCCC(=O)NCc3ccccc3)c(=O)[nH]c2c1	58%[activator]
O=C(C1CCCN1c1nc2ncccc2o1)N1CCN(c2ncccn2)CC1 (stereo not drawn)	-25%
O=C(Cn1nc2n(c1=O)CCCC2)Nc1ccccc1	74%[activator]
CN1C(=O)C(CC(=O)N2CCN(Cc3cccc(Cl)c3)CC2)=C2CCCCC21 (stereo not drawn)	?
COc1cc(NC(=O)CSc2nc3nc(C)c(Cc4ccccc4Cl)c(C)n3n2)cc(OC)c1	37%[activator]
O=C([C@H]1C[C@@H](F)CN1S(=O)(=O)c1ccc(F)c(Cl)c1)N1CCOCC1	18%
CCc1ccccc1NC(=O)c1cc(S(=O)(=O)NCCc2ccc(OC)c(OC)c2)ccc1F	-28%
Cc1cc(C)cc(NC(=O)C2CCCN(c3nnc(C)c4c(C)n(-c5ccccc5)nc34)C2)c1 (stereo not drawn)	21%
Cn1c(=O)oc2cc(S(=O)(=O)N3CCC(C(=O)NCc4ccccc4Cl)CC3)ccc21	36%
CC(C)OC(=O)c1ccc(NC(=O)CSc2nc(-c3cccs3)cc(C(F)(F)F)n2)cc1	12%

The list goes on:
SMILES	Pf Dd2 growth
CC(C)(C)OC(=O)N1CCC(c2c(C(=O)N3CCN(c4ccccc4F)CC3)cnn2C(C)(C)C)CC1	10µM*
CN(Cc1ccccc1)C(=O)CCc1ccnc(N2CCOCC2)c1	10%
Cc1nc(-c2ccc(N(C)C)cc2)cc([C@H]2CN3CC[C@H]2C[C@@H]3CNC(=O)C2CC2)n1	?
CCC(C(=O)OCc1cc(=O)n2nc(CCOC)sc2n1)c1ccccc1 (stereo not drawn)	?
COCCN1CCCCCC(O)c2cc(C(=O)NCc3ccccc3OC)ccc21 (stereo not drawn)	i
CC(NC(=O)c1ccc(OC2CCN(S(=O)(=O)N(C)C)CC2)cc1)c1ccc(F)cc1 (stereo not drawn)	-14%
CC(Oc1ccc(F)cc1)C(=O)N1CCC(c2nc3ccccc3s2)CC1 (stereo not drawn)	26%
CCn1cc(S(=O)(=O)c2cccc(Cl)c2)c(=O)c2cc(F)c(N3CCN(c4ccccc4)CC3)cc21	?
Cc1cc(F)ccc1NC(=O)CCS(=O)(=O)c1ccc2c(c1)NC(=O)CO2	2%
CCOC(=O)c1c(C)[nH]c(C)c1S(=O)(=O)N1CCCC(C(=O)NCc2cccc(OC)c2)C1 (stereo not drawn)	44%[activator]
COc1cc2c(=O)n(Cc3ccccc3Cl)c(=O)n(CC(=O)Nc3ccc(C)c(C)c3)c2cc1OC	11%
CCCc1nc(SC)ncc1C(=O)Nc1ccc(Cl)cc1C(=O)c1ccccc1	i
O=C(NCC1(COc2cnccn2)C[C@@H](O)[C@@H](O)C1)C1CCCC1 (stereo partly drawn)	-6%[44.1 µM]
O=C1CCC2(CNC(=O)c3ccoc3)CCC=C2N1 (stereo not drawn)	23%
COc1cc(NC(=O)c2ccc3c(c2)N(C)C2CCCN2C3=O)cc(OC)c1 (stereo not drawn)	?
O=C(Cc1ccccc1)NC1CC(=O)N(c2ccccc2)C1 (stereo not drawn)	30%
Cn1nc(OC(C)(C)C(=O)NCCOc2ccccc2)c2cc(CN3CCCC3)ccc21	-7%[44.1 µM]
COC(=O)c1ccc(C(=O)OC)c(NC(=O)c2c(-c3ccccc3)c(-c3ccccc3)nn(C)c2=O)c1	-22%
COc1ccc(-n2nc(C(=O)Nc3ccc(Cl)cn3)c3c4ccccc4n(C)c3c2=O)cc1Cl	3%
COc1ccc(-c2noc(-c3cccn3CC(=O)Nc3cccc(Cl)c3)n2)cc1F	2.5µM*
CCCc1nc(C(=O)N2C[C@@H](c3ccc(F)cc3)[C@@H]3[C@H]2C2CCN3CC2)cs1	-5%
COc1ccc(CNC[C@H]2C[C@@H]3CCN2C[C@@H]3c2cc(-c3ccc4ccccc4c3)nn2C)cc1	?
COc1cc2c(cc1OCc1ccccc1)NC(=O)C21CCN(C(=O)c2ccccc2)CC1	-16%
COCCNC(=O)c1noc(-c2ccccc2F)n1	4%
COc1ccc(N2CCN(C(=O)c3cc4c(s3)-c3ccccc3OC4)CC2)cc1	10%
CC(=O)NCC(=O)N1CC[C@@H]2COCCN(Cc3cccnc3)[C@@H]2C1	2%
CN(C)C[C@@H]1CN(c2ncccn2)C[C@H]1NC(=O)c1c(F)cccc1F	0%
CCOC(=O)CNC(=O)c1ccc2c(c1)N(S(C)(=O)=O)CC2	-21%
CCN(CC)S(=O)(=O)c1ccc2c(c1)c(=O)c(C(=O)N1CCN(c3cccc(C)c3)C(C)C1)cn2C (stereo not drawn)	?
O=C(Nc1cccc(-c2nnc3n2CCCC3)c1)c1ccn[nH]1	?
COc1cc(OC)cc(C(=O)Nc2ccc(S(=O)(=O)Nc3cc(C)nc(C)n3)cc2)c1	5%
Cc1cn2c(=O)c(S(=O)(=O)NCCc3ccc(Cl)cc3)c(C)nc2s1	10%
COC(=O)C1=C(c2ccccc2)c2ccccc2S(=O)(=O)N1CC(=O)Nc1ccc(F)c(F)c1	-13%
CC(C)c1nncn1C1CCN(S(=O)(=O)c2cccs2)CC1	1%
COc1ccc(-c2nc(CS(=O)(=O)CC(=O)NCc3ccccc3Br)c(C)o2)cc1	26%

Screening results (PubChem BioAssay)

Only part of the results is shown, so the mix of outcomes need not match the whole.
